S2 tox – Viability Counterscreen for Primary qHTS for Inhibitors of ATXN expression; AID 651635, 2014; S2 cells (HEK-293 line with an ATXN2-luciferase reporter) viability, CellTiter-Fluor protease fluorescence, 24 h; Potency, µM (highest dose often 56.7 µM), usual class: cytotoxic; hit rate 0.49% among 400,000; note: potency is the fitted concentration of half-maximal effect; nearly all actives have a fitted effect of over 40% in size
Nrf2 activator – qHTS of Nrf2 Activators | AREc32 ARE-luciferase reporter (MCF7-derived line), luminescence, 24 h | Potency, µM (titrated, usually from 46.1 µM), for the others: at the highest dose activation, hits mostly activators | hit rate 0.31% among 410,000; note: potency is the fitted concentration of half-maximal effect; % of control where 0% means no effect; nearly all actives have a fitted effect of over 65% in size
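Nrf2 activation is followed as ARE-luciferase induction in the AREc32 line after one day of compound treatment; luminescence is read with Steady-Glo.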
A549 viability – Nrf2 qHTS screen for inhibitors: counterscreen for cytotoxicity | A549 ARE-Fluc cells, CellTiter-Fluor viability, 18-24 h | Potency, µM (series often up to 46 µM), without a hit: at the top dose activity change, negative = cytotoxicity, most hits filed as inhibitors | hit rate 0.16% among 390,000; note: potency is the fitted concentration of half-maximal effect; % is set by controls: 0 for no effect and ±100 for the full control effect
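A549 ARE_Fluc cells in 5% FBS OPTI-MEM were exposed to compounds in concentration-response for 18-24 h at 37 deg C. Viability was read by CellTiter-Fluor fluorescence (Ex 405/Em 525) after 30 min, before the luciferase read.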
IL-2 act – qHTS of IL-2 Activators; hit rate 0.065% among 360,000; AID 652025, 2013; activation, % (series mostly up to about 46 µM); IL-2 activation reporter assay, cell-based qHTS; stimulated with anti-CD3/CD4/CD28 beads; in transgenic mouse T cells; in the data active = activation above about 50%; inconclusive = mostly about 30% to 49%; note: 0% is about no effect
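Unstimulated transgenic mouse T cells, 750 per well, received compound and, after 60 minutes, anti-CD3/anti-CD4 bead plus anti-CD28 stimulation. EGFP and DsRed were quantified after 18 hours.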
TGFb inhibitor – qHTS for Inhibitors of TGF-b. HepG2 CAGA-GFP TGF-b/SMAD3 reporter, GFP fluorescence, 18 h; TGF-beta stimulated, 500 pg/mL final. Potency, µM (titrated, usually from 46.1 µM), for the others: at the highest dose activity, negative = inhibition, usual class: inhibitors. hit rate 1.2% among 410,000; note: potency is the fitted concentration of half-maximal effect; % is set by controls: 0 for no effect and ±100 for the full control effect; nearly all actives have a fitted effect of over 65% in size
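Using HEPG2 CAGA-GFP reporter cells at 1000 cells/well, we pinned test compounds, stimulated with recombinant TGF-beta (500 pg/mL final) and measured total well GFP after 18 h.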
ATXN2 expr inh – Primary qHTS for Inhibitors of ATXN expression | HEK-293 ATXN2-luciferase reporter, luminescence, 24 h | AID 1745845, 2022 | hit rate 0.72% among 360,000 | Potency, µM (series often up to 57 µM), inactives show at the top dose activity change, negative = inhibition, hits mostly inhibitors; note: potency is the fitted concentration of half-maximal effect; % is set by controls: 0 for no effect and ±100 for the full control effect; nearly all actives have a fitted effect of over 55% in size
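ATXN2-luciferase reporter cells (luciferase flanked by upstream and downstream ATXN2 gene portions) were treated 24 h at 37 °C with compounds at up to 57 uM. SteadyGlo luminescence gave expression; GF-AFC fluorescence gave viability.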
EPAC2 agonist – qHTS for Agonist of cAMP-regulated guanine nucleotide exchange factor 4 (EPAC2): primary screen; Rap guanine nucleotide exchange factor 4 (Homo sapiens), Q8WZA2; EPAC2 activation, biochemical qHTS; response scale: 100% = 6.5 mM cAMP response; Potency, µM (doses to about 154 µM), without a hit: at the highest dose activation, actives largely listed as activators; hit rate 0.079% among 360,000; AID 720711, 2013; note: potency is the fitted concentration of half-maximal effect; nearly all actives have a fitted effect of over 50% in size
Target sequence (Q8WZA2 whole entry, looked up): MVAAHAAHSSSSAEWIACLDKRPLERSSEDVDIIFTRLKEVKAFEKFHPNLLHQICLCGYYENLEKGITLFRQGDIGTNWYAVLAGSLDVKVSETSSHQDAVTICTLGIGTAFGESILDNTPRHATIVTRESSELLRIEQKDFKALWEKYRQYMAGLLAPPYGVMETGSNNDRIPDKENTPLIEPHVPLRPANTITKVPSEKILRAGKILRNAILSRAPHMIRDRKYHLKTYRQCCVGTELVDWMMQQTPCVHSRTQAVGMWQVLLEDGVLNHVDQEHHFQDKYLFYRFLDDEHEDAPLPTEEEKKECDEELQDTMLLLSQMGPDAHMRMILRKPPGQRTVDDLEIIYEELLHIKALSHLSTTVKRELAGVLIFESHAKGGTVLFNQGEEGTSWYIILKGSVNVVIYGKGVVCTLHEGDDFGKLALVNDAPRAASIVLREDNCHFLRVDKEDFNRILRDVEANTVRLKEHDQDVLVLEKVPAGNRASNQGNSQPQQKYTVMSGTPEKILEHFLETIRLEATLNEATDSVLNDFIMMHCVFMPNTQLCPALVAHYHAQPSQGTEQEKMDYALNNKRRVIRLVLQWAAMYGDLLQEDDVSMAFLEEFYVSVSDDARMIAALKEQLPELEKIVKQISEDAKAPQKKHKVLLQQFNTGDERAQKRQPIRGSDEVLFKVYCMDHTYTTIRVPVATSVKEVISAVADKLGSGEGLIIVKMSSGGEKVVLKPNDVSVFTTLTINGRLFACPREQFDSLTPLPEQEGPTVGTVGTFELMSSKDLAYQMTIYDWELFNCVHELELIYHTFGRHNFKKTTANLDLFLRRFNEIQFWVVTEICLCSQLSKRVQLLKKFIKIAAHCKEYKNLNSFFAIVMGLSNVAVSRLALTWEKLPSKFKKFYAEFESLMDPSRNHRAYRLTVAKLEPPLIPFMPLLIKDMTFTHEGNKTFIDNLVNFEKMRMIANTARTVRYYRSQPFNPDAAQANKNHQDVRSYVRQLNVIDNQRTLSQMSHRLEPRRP
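qHTS, titration series. 100 nM EPAC2 / 250 nM Rap1B-BODIPY-GDP / 50 uM GDP; RT; ex 480/em 540 nm, 5-min reads to 30 min. Norm. to 6.5 mM cAMP = activation.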
Nrf2 block – Nrf2 qHTS screen for inhibitors. hit rate 2.1% among 360,000. A549 ARE-Fluc reporter, luciferase luminescence, 18-24 h. Potency, µM (doses to about 46 µM), for the others: at the highest dose activity change, negative = inhibition, usual class: inhibitors. AID 504444, 2011; note: potency is the fitted concentration of half-maximal effect; % is set by controls: 0 for no effect and ±100 for the full control effect; nearly all actives have a fitted effect of over 60% in size
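Nrf2 activity is the BugLite luminescence, read 15 min after reagent at room temperature, following CellTiter-Fluor cytotoxicity readout (30 min, 37C). Compound titrations were applied for 18-24 h to 5000 A549 ARE_Fluc cells/well in 5% FBS OPTI-MEM.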
HepG2 tox – qHTS for Inhibitors of TGF-b: Cytotox Counterscreen | HepG2 CAGA-GFP viability, ATP luminescence, 18 h | Potency, µM (doses to about 46.1 µM), inactives show at the highest dose activity change, negative = cytotoxicity, hits mostly cytotoxic | hit rate 0.76% among 410,000; note: potency is the fitted concentration of half-maximal effect; some results filed as inactive show a strong effect at the top dose
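CellTiter-Glo luminescence gave cytotoxicity after 18 hours at 37 degrees C. The cells were HepG2 CAGA-GFP in 1% FBS DMEM, stimulated with 500 pg/mL TGF-beta after compound addition. %Activity was normalised to no-cell wells (complete cell-killing) and DMSO (no toxicity), and curves were fitted and classified.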
The depositor's hits bear a star; i = inactive; ? = inconclusive; . = no result given; & = joins results of further samples; [ ] = dose if it differs, or a comment. Unless noted, calls come from the whole dose curve; as a rule, active = well fitted curve in the direction sought with a large enough effect; inconclusive = small, poorly fitted or top-dose-only effect, or another doubt; inactive = no such curve, though single readings can be large; an effect the other way counts as inactive or inconclusive.

SMILES | S2 tox | Nrf2 activator | A549 viability | IL-2 act | TGFb inhibitor | ATXN2 expr inh | EPAC2 agonist | Nrf2 block | HepG2 tox
CCOC(=O)c1ccccc1NC(=O)COC(=O)CCNS(=O)(=O)c1cccs1 | i | 0.2% | 0% | -0.5 | 0% | 0% | -2% | 5% | 0%
Cc1cc(C(=O)CSc2nc3ccccc3n2C)c(C)n1C | i | 4.2% | -10% | 0.3 | 3% | 17% | -4% | -4% | 1%
CCC1NC(C(=O)O)Cc2c1[nH]c1ccccc21 (stereo not given) | i | -1.3% | -1% | -1.8 | -1% | -4% | 6% | -24% | -20%
COc1ccc(C2C(C(C)=O)=C(O)C(=O)N2C)c(OC)c1 (stereo not given) | i | -0.5% | -8% | -2.7 | 0% | -3% | -2% | 0% | -24%
Oc1c(C(c2ccccc2)N2CCN(c3ccccc3)CC2)sc2nc(-c3ccco3)nn12 (stereo not given) | . | 0.4% | 10% | . | 3% | . | . | . | 1%
CCOC(=O)c1cc2sc(C)cc2n1CC(=O)Nc1ccc2c(c1)OCCO2 | i | 0.1% | -7% | -2.0 | -24% | 10% | -3% | -13% | -35%
Cc1ccc(N2CC(NC(=O)c3ccc4c(c3)OCO4)CC2=O)cc1 (stereo not given) | . | 0.6% | -2% | . | -5% | . | . | . | -1%
O=C(COC(=O)c1ccc(S(=O)(=O)Nc2ccccc2)cc1)NCc1ccco1 | . | -0.4% | -3% | 0.0 | -3% | . | 1% | -13% | -3%
O=C(NCc1ccccc1Cl)c1ccc(Cn2cc(C(F)(F)F)ccc2=O)cc1 | i | -0.8% | 0% | -3.2 | -17% | -17% | 11% | -5% | -3%
Cc1ccc(C2C3=C(NCCN=C3c3ccccc3)C(=O)N2c2ccccc2)cc1 (stereo not given) | ? | 6.1% | -1% | -0.6 | ? | ? | 2% | 8% | -41%
COc1ccc(C(C)C)cc1S(=O)(=O)N1CCC(C(=O)NCc2cccnc2)CC1 | i | 0.0% | -1% | -1.1 | 0% | 2% | -2% | -10% | 8%
O=S(=O)(NCc1ccccc1)c1ccc(F)cc1Br | i | 0.1% | 11%&2% | 0.1 | -16%&2% | 9% | 6% | 6%&13% | -6%&-2%
CCOC(=O)c1cnc(SC2CCc3ccccc3C2=O)nc1N (stereo not given) | i | 11% | -9% | -2.1 | -6% | 40%[activator] | 14% | 8% | -28%
O=C1N(c2ccccc2)C[C@@H]2C[C@@H](c3cccs3)N3CCC[C@@]123 | ? | -2.5% | -6% | -0.8 | ? | . | 9% | -16% | -26%
Cc1ccc(NC(=O)c2cc3c([nH]c2=O)CC(C)(C)CC3=O)c(C)c1 | i | -0.2% | -1% | . | 25% | 10% | . | 12% | 5%
CCN(CC)c1ccc(NC(=O)COC(=O)c2cccs2)cc1 | ? | -0.2% | -1% | -0.5 | -16% | 1% | 4% | 3% | 6%
Cc1cc(OCCOCCNC(C)C)cc(C)c1Cl | i | 3.8% | 1% | -0.5 | -7% | ? | -5% | 12% | -50%
CC(C)C[C@@H](CN1CCC[C@H]1CN1C(=O)C(=O)NC[C@@H]1Cc1ccc(O)cc1)N1C[C@H](Cc2ccc(O)cc2)N(CC2CCCCC2)C(=O)C1=O | i | -1.9% | . | -0.8 | . | 8% | -3% | . | .
COc1ccc(C2=NOC(C(=O)Nc3cccnc3Cl)C2)cc1 (stereo not given) | i | -0.4% | 13% | 0.4 | 6% | . | 16% | -10% | 2%
COC(=O)c1ccc(CSc2nc3ccccc3c(=O)n2Cc2ccco2)o1 | i | 7.1% | -6% | -2.4 | -13% | -14% | 10% | ? | -8%
COc1cc(NC(=O)c2ccccc2)c(OC)cc1NC(=O)CN1C(=O)NC2(CCCCC2C)C1=O (stereo not given) | i | 0.8% | -1% | 0.7 | 2% | -7% | 7% | 8% | -7%
C=Cc1ccc(Cn2c(=O)n(CC3CCC(C(=O)NC(C)C)CC3)c(=O)c3sccc32)cc1 (stereo not given) | i | -0.7% | -4% | . | 1% | 12% | . | -26% | 8%
Cc1ccsc1C(=O)N[C@@H](C)c1nnc2ccccn12 | i | -0.6% | 0% | -0.2 | 5% | . | 7% | -29% | 3%
Cc1cc(C(=O)OCC(=O)Nc2c(Cl)cccc2C(F)(F)F)c(C)o1 | i | -0.2% | -4% | 0.2 | 1% | 1% | -4% | -14% | 0%
Cc1ccc(C(=O)N2CCN(c3ccc(C(F)(F)F)cn3)CC2)o1 | i | -0.4% | 9% | 1.1 | -6% | -15% | -9% | ? | -23%

Look-ups from the entries so far.
IL-2 act with COC(=O)c1ccc(CSc2nc3ccccc3c(=O)n2Cc2ccco2)o1 stands at -2.4
ATXN2 expr inh with CC(C)C[C@@H](CN1CCC[C@H]1CN1C(=O)C(=O)NC[C@@H]1Cc1ccc(O)cc1)N1C[C@H](Cc2ccc(O)cc2)N(CC2CCCCC2)C(=O)C1=O stands at 8%
EPAC2 agonist with CCC1NC(C(=O)O)Cc2c1[nH]c1ccccc21 (stereo not given) stands at 6%

Next part.
SMILES | S2 tox | Nrf2 activator | A549 viability | IL-2 act | TGFb inhibitor | ATXN2 expr inh | EPAC2 agonist | Nrf2 block | HepG2 tox
S=c1[nH]c(-c2ccccc2)cn1/N=C/c1ccncc1 | i | 6.4% | 10% | -1.3 | -14% | 36%[activator] | 12% | 0% | -17%
O=C(Cc1ccc(NS(=O)(=O)c2ccc(F)cc2)cc1)NCc1cccnc1 | ? | 0.1% | -8% | 1.1 | 14% | 0% | 5% | ? | -10%
CC(=O)c1ccc(NC(=O)CSc2nc(-c3ccccc3C)nc3c2c(=O)n(C)c(=O)n3C)cc1 | i | -1.3% | 3% | . | 28% | 0% | . | . | 6%
Cc1cnc(N2C(=O)c3ccc([N+](=O)[O-])cc3C2=O)s1 | i | -0.6% | -1% | -4.7 | -3% | -4% | 1% | 1% | 4%
CCCn1c(=O)c(C(=O)NCc2ccc(OC)c(OC)c2)c(O)c2ccccc21 | i | 0.1% | 10% | 0.4 | -17% | ? | 6% | -9% | 0%
Cc1ccc2c(c1)N(CC(=O)NCC1CCCO1)C(=O)C(C(C)C)O2 (stereo not given) | i | -0.6% | 1% | 0.8 | 0% | 6% | 6% | 2% | -2%
Cc1ccc(NC(=O)Cn2c3ccc(F)cc3c3nc4n(c(=O)c32)CCS4)cc1F | ? | -0.2% | -17% | -0.2 | -3% | ? | 7% | -23% | -1%
CC(C)CN(C(=O)CC(C)c1ccccc1)c1c(N)n(Cc2ccccc2)c(=O)[nH]c1=O (stereo not given) | i | -0.2% | -6% | -3.8 | -12% | 6% | -5% | -12% | 1%
COc1ccc(/C=N/NC(=O)c2cccc(NC(=O)c3ccccc3)c2)c(C(=O)O)c1OC | i | 4.3% | -3% | -0.2 | -6% | -13% | 0% | 3% | -15%
COc1ccc(Cl)cc1-c1cc(C(=O)NCc2cccc(Cl)c2)[nH]n1 | ? | -1.7% | . | -0.8 | ? | ? | 16% | . | -24%
COc1cc(NC(=O)COc2ccccc2[N+](=O)[O-])ccc1NC(=O)c1ccco1 | i | -0.2% | 1% | 1.9 | 2% | 9% | 3% | -24% | 0%
CCCCn1c(SCC(=O)Nc2cc(C)on2)nc2cc(S(N)(=O)=O)ccc21 | i | 2.2% | -1% | 0.7 | -2% | -4% | 16% | ? | -4%
CC(NC(=O)C1CCN(c2nc3ccccc3nc2C(F)(F)F)CC1)c1ccccc1 (stereo not given) | i | 0.6% | -1% | . | ? | 5% | . | -3% | 2%
N#Cc1c[nH]n2c(NC3CCCC3)c(-c3ccc(Cl)cc3)nc12 | i | 5.5% | -12% | . | ? | 17% | . | ? | -44%
COc1ccccc1/C=N\Nc1cc(C)nc(-n2nc(C)cc2C)n1 | ? | 5.8% | -7% | -3.8 | 0% | ? | -19% | ? | -6%
Cc1cccc(C)c1NC(=O)c1ccc2c(c1)CCN2S(C)(=O)=O | i | 0.3% | -7% | 1.3 | -4% | 4% | 5% | ? | -4%
CCn1c(NC(=O)C(C)C)c2ccccc2nc1=O | i | -0.1% | -2% | 0.9 | -20% | . | 0% | -16% | -5%
O=C(Nc1ccc(Cl)c(S(=O)(=O)N2CCOCC2)c1)c1ccc(OCC2CCCO2)cc1 (stereo not given) | . | -2.8% | ? | 1.2 | ? | ? | 5% | ? | -62%
O=C(NCc1ccccc1)c1cccc(COc2ccccc2Cl)c1 | i | -0.3% | -4% | -1.0 | -16% | 1% | 4% | ? | -17%
CC12CCC(=O)C=C1CCC1C2C(O)CC2(C)C1CCC2(O)C(=O)CO (stereo not given) | i | -0.1% | -9% | -0.1 | -1% | -6% | 2% | 0.12µM* | -43%
Cc1cccc(Nc2ncnc3onc(-c4ccc(Cl)cc4)c23)c1C | i | 7.2% | -1% | . | -3% | 4% | . | ? | -61%
CC1CCCCN1CC(O)COCCC12CC3CC(CC(C3)C1)C2 (stereo not given) | i | 6.3% | ? | -0.7 | -6% | -16%[11.3 µM] | 2% | -18% | -34%
O=C(Cn1cc(Br)ccc1=O)Nc1ccc2c(c1)OCO2 | ? | 0.2% | 11% | 1.9 | 11% | . | 5% | 2% | -7%
CC(=O)N1CC=CC1(CC(C)C)C(=O)NCc1cc(F)cc(C(F)(F)F)c1 (stereo not given) | i | 0.5% | 0% | 0.2 | 5% | 17% | -3% | 11% | -1%
COc1ccc(NC(=O)CN2CCN(C(=S)NC3CCCC3)CC2)cc1 | ? | -0.6% | -5% | -0.8 | 2% | 19% | 1% | 8% | 5%

Screening data from PubChem.

No enrichment for hits; any-hit rate near 4.3%.
